Source: PubChem (Sanford-Burnham Center for Chemical Genomics)
MIN6 prolif: inducers of MIN6 beta-cell proliferation, primary screen, ATP luminescence, uHTS; MIN6 cells proliferation, ATPlite luminescence, 48 h; cells starved in 0.2% serum; 100% = growth in 10% serum; 330,000 compounds, 0.29% hits; proliferation, % at 10 µM;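 active = compounds whose signal lies at least 3.5 SD above the mean of all wells on their plate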;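 note: 0% = DMSO-treated cells in low-serum medium and 100% = 10% serum control; some compounds called inactive have numbers as strong as hits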
TIM10 inh: growth inhibitors of isogenic TIM10 control yeast, primary screen, counter-screen for tim10-1 yeast inhibitor project, luminescence, uHTS; S. cerevisiae TIM10 strain growth, BacTiter-Glo luminescence, 24 h; inhibition, % at 10 µM; 330,000 compounds, 1.4% hits; AID 463195, 2010;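 active = inhibition of 40% or more at the single tested concentration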;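 note: wild-type TIM10 isogenic control strain grown at permissive 25 °C; 0% = DMSO yeast wells and 100% = minimal medium wells without yeast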
NALP3 yeast inh: NALP3 inflammasome inhibitors in reconstituted yeast, primary screen, luminescence, uHTS; Yeast reconstituted NLRP3/ASC/caspase-1, beta-gal luminescence, 24 h; inhibition, % at 10 µM; 330,000 compounds, 0.39% hits;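 active = inhibition of 50% or more; inactive = inhibition below 50%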;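 note: plate controls were induced DMSO wells for no effect and uninduced yeast grown without galactose for full effect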
tim23-1 inh: growth inhibitors of tim23-1 mutant yeast, primary screen, luminescence, uHTS. 330,000 compounds, 1.3% hits. S. cerevisiae tim23-1 growth, BacTiter-Glo luminescence, 24 h. AID 463212, 2010. inhibition, % at 20 µM;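 active = growth inhibition of the mutant yeast at or above 50%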;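 note: temperature-sensitive mutant grown at 25 °C; plate controls were DMSO-treated mutant yeast for no effect and medium wells lacking yeast for full effect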
NR3A LBD binder: binders of NR3A ligand-binding domain, primary screen, biophysical, differential scanning fluorimetry, uHTS. Glutamate receptor ionotropic, NMDA 3A (GRIN3A) ligand-binding domain. NR3A LBD differential scanning fluorimetry, Tm shift; 0% = protein alone, 100% = glycine-bound protein. Tm shift relative to glycine control, % at 25 µM. 340,000 compounds, 2.5% hits. AID 1259313, 2017;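 active = melting temperature shift of at least 10% of the positive control shift, at one fixed dose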
APJ antag: antagonists of human apelin receptor APJ, primary screen, CHO-K1 cells, beta-arrestin complementation, luminescence. inhibition, % at 20 µM. 330,000 compounds, 0.32% hits. P35414;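 active = inhibition above about 40% at 20 µM, limit read from the data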;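 note: cells challenged with 10 nM apelin-13 agonist together with compound; plate controls were apelin-13 plus DMSO wells for no effect and DMSO wells lacking apelin-13 for full effect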
Target sequence (P35414 whole entry, looked up): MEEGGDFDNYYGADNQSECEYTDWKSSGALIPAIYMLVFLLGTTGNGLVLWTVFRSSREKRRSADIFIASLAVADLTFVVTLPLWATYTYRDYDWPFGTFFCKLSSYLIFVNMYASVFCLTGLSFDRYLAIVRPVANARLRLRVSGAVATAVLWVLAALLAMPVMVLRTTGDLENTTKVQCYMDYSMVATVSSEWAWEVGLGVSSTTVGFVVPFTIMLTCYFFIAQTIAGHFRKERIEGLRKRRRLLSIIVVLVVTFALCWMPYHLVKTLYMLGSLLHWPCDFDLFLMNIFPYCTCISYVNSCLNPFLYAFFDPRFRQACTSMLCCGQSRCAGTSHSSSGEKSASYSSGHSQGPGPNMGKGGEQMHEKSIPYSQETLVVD
tim10-1 inh: growth inhibitors of tim10-1 mutant yeast, primary screen, luminescence, uHTS | S. cerevisiae tim10-1 ts strain growth, BacTiter-Glo, 24 h | inhibition, % at 20 µM | 330,000 compounds, 2.2% hits | AID 463190, 2010;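 active = inhibition of at least 40%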;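 note: mutant grown at 25 °C; 0% = DMSO wells with yeast and 100% = wells holding no yeast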
MPTP inh: mitochondrial permeability transition pore inhibitors, primary screen, biochemical, isolated mouse mitochondria, absorbance; Ca2+ swelling absorbance, 30 min; inhibition, % at 10 µM; 360,000 compounds, 1.4% hits; AID 602449, 2012;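 active = inhibition of 50% or more, scaled per plate between neutral and stimulator controls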;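 note: 0% = DMSO wells given calcium and 100% = 1 mM EGTA wells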
APJ agonist: agonists of human apelin receptor APJ, primary screen, CHO-K1 cells, PathHunter beta-arrestin, luminescence | P35414 | 0% DMSO wells, 100% apelin | activation, % at 20 µM | 330,000 compounds, 0.11% hits | AID 2520, 2010;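 active = activation more than six SD over the plate average, tested at 20 µM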;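 note: 0% = DMSO alone and 100% = apelin-13 at 10 nM; some results filed as inactive read as strong as hits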
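Assay system: engineered CHO-K1 APJ arrestin reporter cells; Amount: 1000 CHO-K1 reporter cells seeded per well; Dosing: one dose, 20 µM compound, 1% DMSO; Times: compound stimulation 90 min at 25 °C, detection 60 min; Measured by: luminescent beta-gal fragment complementation, chemiluminescent substrate; Read-out: APJ–arrestin association signal; Controls: DMSO vs Apelin-13 10 nM.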
* = called active by the depositor; / = not tested or not shown.

The line under a structure holds: MIN6 prolif	TIM10 inh	NALP3 yeast inh	tim23-1 inh	NR3A LBD binder	APJ antag	tim10-1 inh	MPTP inh	APJ agonist
- COc1ccc(NC(=O)Nc2c[nH]c(=O)[nH]c2=O)cc1OC
 : -3	-3	3	12	0	-31	3	-0.7	1
- COc1ccc(OC)c(C(=O)CSc2nnc(-c3cccs3)n2C)c1
 : -2	-6	-1	-2	0	10	2	-0.3	-5
- Cc1[nH]c(=O)[nH]c(=O)c1/C=N/NC(=O)[C@H](C)N
 : 1	-7	-22	1	-1	-4	-17	0.0	-1
- CCN(CC(=O)NCc1cccs1)C(=O)c1cccc(S(=O)(=O)N(C)C)c1
 : 2	2	1	8	0	9	3	-0.7	-5
- Cc1cnc(NC(=O)CN2CCN(c3ccccc3F)CC2)s1
 : 0	-2	22	-3	0	8	0	-6.2	-1
- COc1ccc(CN2CCN(CC=C(C)C)C(CCO)C2)cc1Cn1cccn1 (stereo not given)
 : 2	17	-9	5	-3	2	12	-1.7	-5
- OCCN1CCN(Cc2cc(Br)cc(Br)c2O)CC1
 : 0	1	-8	0	-3	-3	-2	3.4	-2
- Cc1ccc(C(=O)NCCCNC(=O)c2ccccc2F)cn1
 : 0	-3	11	3	-1	1	10	-0.5	-5
- CCCS(=O)(=O)N1CCC(C(=O)NCCN2CCC(Cc3ccccc3)CC2)CC1
 : -2	2	18	5	9	1	16	-2.8	-5
- COc1ccc(S(=O)(=O)NC2(C(F)(F)F)N=C3SCCN3C2=O)cc1 (stereo not given)
 : -2	-3	10	11	1	-11	3	-0.4	3
- Cn1nc(OC(=O)Nc2ccc(F)cc2)cc1C(F)(F)F
 : -1	-1	13	0	-3	12	4	5.8	1
- Cc1ccc(S(=O)(=O)N2C[C@@H]3[C@H]4CC[C@H](C4)[C@@H]3[C@@H](C)[C@H]2c2ccn(Cc3ccccc3)c2)cc1
 : /	0	/	37	0	/	21	-2.1	/
- O=C(c1ccc(CS(=O)Cc2ccc(Cl)cc2)o1)N1CCN(c2ccccc2)CC1 (stereo not given)
 : 2	11	10	16	1	4	11	-0.8	5
- CC(C)n1ncc2c(C(=O)NCCOc3ccccc3F)cc(C3CC3)nc21
 : 1	-2	25	26	-6	-1	-11	1.4	-2
- Cc1ccc(S(=O)(=O)Nc2ccc3c(c2)nc(CCN2CCOCC2)n3C)cc1
 : 2	1	12	18	2	-2	-9	-1.0	1
- Cc1cc(C)c(NC(=O)Cn2nnc(C(=O)NCc3cccs3)c2N)c(C)c1
 : -3	-59	9	-34	-1	-9	7	0.5	-1
- CCCCn1nnc(NC(=O)c2ccc(-c3cccc([N+](=O)[O-])c3)o2)n1
 : -1	13	13	30	/	4	9	/	3
- CC(=O)OCc1c(C)cc(C)c(/C=C(/C#N)C(N)=O)c1C
 : -4	7	0	3	-2	-5	26	-0.4	-1
- COC(=O)CCC(=O)Nc1cccc([N+](=O)[O-])c1
 : -3	14	6	10	-1	11	16	0.3	1
- COc1ccc2c(OC)cc(-c3ccccc3)nc2c1
 : -2	20	4	27	3	0	29	-2.1	-5
- O=S(=O)(c1ccc(Br)cc1)N1CCn2c(nc3ccccc32)C1
 : 5	-9	-4	-7	-3	-5	-6	1.0	2
- CC1(C)CNc2cc(N)ccc2S1
 : -3	-1	21	12	-4	-12	13	0.8	-1
- CCOC(=O)c1c(C)[nH]c(C(=O)NCC(c2ccco2)N2CCCCC2)c1C (stereo not given)
 : -2	-7	15	-8	2	3	-17	1.1	-1
- COc1ccc(Cn2c(=O)[nH]c3cc(C(=O)NCCc4ccc(S(N)(=O)=O)cc4)ccc3c2=O)cc1
 : -1	-34	6	-6	0	0	-24	0.5	-1
- COc1cccc(CN(C(=O)COc2ccc(Cl)cc2)C2CCS(=O)(=O)C2)c1 (stereo not given)
 : 1	1	4	5	0	2	6	-0.5	-4
- Cc1ccc(CS/C(Nc2ccccc2C)=C(\C#N)C(=O)NCc2ccco2)c(C)c1
 : -6	24	7	26	-1	13	33	23	-4
- CS(=O)(=O)N(CC(=O)N1CCN(Cc2ccccc2)CC1)Cc1ccccc1
 : 1	12	6	9	/	-2	-5	0.5	-4
- O=S(=O)(c1ccc2c(c1)CCCN2)N1CCCC1
 : 0	22	-16	20	2	8	18	-0.3	-4
- Cc1ccc(NC(=O)CN(C)CC(=O)Nc2cccc(F)c2)cc1[N+](=O)[O-]
 : -7	3	19	-3	-2	-24	-20	97*	5
- COc1ccc(C2OCC3(CO2)SC(=O)NC3=O)cc1 (stereo not given)
 : 0	-1	-1	9	1	-7	4	0.3	-1
- COc1cccc(Nc2c3c(nc4c(-c5ccccc5)c(C)nn24)CCC3)c1
 : -6	30	-5	27	-4	21	27	0.8	-4
- CSc1nnc(Cc2cc(=O)[nH]c(=O)[nH]2)n1-c1cccc(C)c1
 : 1	4	21	-1	0	-6	11	-0.3	-2
- COc1ccc(OC)c(NC(=O)COC(=O)/C=C/c2ccccc2Cl)c1
 : 0	-7	2	2	-13	-7	10	2.2	0
- COc1ccc(N=Cc2sc3ccccc3c2Cl)cc1
 : 0	-16	7	8	-4	-11	-13	3.6	1
- O=C(O)CCCCCN1C(=O)/C(=C\c2ccncc2)SC1=S
 : 0	-11	-15	13	-1	-24	24	-0.3	1
- S=c1[nH]nc(-c2cccnc2)n1/N=C/C=C/c1ccccc1
 : -2	19	-2	27	1	2	17	0.9	-1
- Cc1ccccc1Cn1nnc(C(=O)Nc2ccc3c(c2)OCCO3)c1N
 : -2	-53	31	41	0	-7	-38	-1.9	7
- O=S1(=O)CCO[C@H]2Cc3ccccc3[C@H]2N1Cc1ccccc1F
 : -4	8	25	38	0	9	24	1.0	-5
- CCOc1ccc(N2C(=O)CC(Sc3ncccn3)C2=O)cc1 (stereo not given)
 : 0	7	7	8	0	5	17	-0.1	1
- CCN(C(=O)COC(=O)/C=C/c1ccc(C)o1)c1c(N)n(Cc2ccccc2)c(=O)[nH]c1=O
 : -1	1	16	1	-3	8	-3	-1.7	3
- COc1ccccc1-n1c(SCC(N)=O)nc2sc3c(c2c1=O)CCC3
 : 0	-8	-6	19	1	-4	-1	0.1	-1
- CNc1c([N+](=O)[O-])cnn1-c1cccc(Cl)n1
 : 2	3	12	-11	-2	11	-10	-1.0	-4
- N#Cc1ccc(Cl)cc1NC(=O)COC(=O)[C@H](CCC(N)=O)NC(=O)c1ccc(F)cc1
 : -1	-3	6	6	-2	-3	16	-1.8	-2
- COCCNc1nc(C)c(C(C)=O)s1
 : -2	-3	14	4	0	-17	-7	-0.7	-2
- Nc1[nH]n2c(=O)c3c(nc2c1N=Nc1ccccc1)CCCC3
 : -4	9	17	17	-2	25	19	-0.7	-5
- CC1CCCN(C(=O)c2ccc(COc3ccccc3Br)cc2)C1 (stereo not given)
 : -2	1	24	30	-2	-6	28	-0.3	3
- O=C(COC(=O)C1=NN(c2ccccc2)C(=O)CC1)NCc1ccccc1Cl
 : -1	4	4	12	0	2	8	-1.4	1
- O=C(NCc1ccco1)C1CCN(S(=O)(=O)Cc2ccccc2)CC1
 : -2	-1	8	23	1	7	1	0.3	0
- Cc1cc(NC(=O)c2cccc(Cl)c2)n[nH]1
 : -1	-4	8	17	1	-7	-37	-3.6	8
- COc1ccc2[nH]c3c(c2c1)CCN1C(=O)C(CC(=O)NCCC2=CCCCC2)C[C@H](C(=O)N2CCCCC2)[C@@]31C (stereo not given in full)
 : /	0	/	34	-1	/	21	0.4	/
- CSc1ccc(CCNS(=O)(=O)c2c(C)[nH]c(C)c2C(=O)N2CCCCC2)cc1
 : -2	0	8	8	0	11	18	1.5	-4
- Oc1c(C(c2cccs2)N2CCN(c3ccc(F)cc3)CC2)sc2ncnn12 (stereo not given)
 : 2	-8	9	-4	-2	19	1	-1.7	-2
- CSCCC(NC(=O)c1ccco1)C(=O)OCC(=O)N1c2ccccc2NC(=O)C1(C)C (stereo not given)
 : -3	4	-8	-3	-3	0	16	-0.5	-1
- COCCSc1ccccc1C(=O)Nc1ccc2c(c1)OCCO2
 : -1	6	-6	14	-1	4	15	-2.0	2
- Cc1cc2cc(CNS(=O)(=O)c3ccccc3)ccc2n1C
 : -4	2	16	6	-23	8	2	-0.4	-7
- COc1cc(NC(=O)c2c(F)c(F)c(OC)c(F)c2F)ccc1NC(=O)c1cccs1
 : 4	-2	26	11	6	-13	-22	-0.2	0
- S=C(NCc1ccco1)Nc1ccc(Cl)cn1
 : 9	13	14	28	1	10	21	-0.1	0
- Fc1ccc2cnc(-c3ccccc3)c(-c3cccc(C(F)(F)F)c3)c2c1
 : -7	7	-21	32	-8	1	23	2.1	-2
- CCn1cc(C(=O)NN)c(=O)c2cc(F)c(N3CCOCC3)cc21
 : -2	-17	0	7	-1	-27	16	-1.1	-2
- COc1ccc(C(=O)Nc2ccccc2N2CCOCC2)cc1S(=O)(=O)N1CCOCC1
 : -1	9	14	16	-2	3	15	-2.3	0
- O=C(O)CCN1C(=O)/C(=C\c2ccc(OCc3ccccc3)c(OCc3ccccc3)c2)SC1=S
 : -7	11	2	6	1	5	27	2.5	-2

Compounds as they come; 7.2% or so of the library scored in one or more.
